Pol kappa inh = inhibitors of human DNA polymerase kappa; purified Pol kappa, fluorescent DNA synthesis assay, 10 min; Potency, µM (top dose mostly 107 µM), without a hit: at the highest dose activity, negative = inhibition, usual class: inhibitors; 400,000 compounds, 0.53% hits; note: % is set by controls: 0 for no effect and ±100 for the full control effect
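10 nM Pol kappa was preincubated with compounds for 15 min at room temperature. Reaction started with 50 nM (final) substrate. Fluorescence read kinetically at 0 and 10 min.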
POLB inh = DNA polymerase beta (human) inhibition; 340,000 compounds, 1.3% hits; Potency, µM (series often up to 114 µM), for inactives: top-dose activity change, negative = inhibition, hits mostly inhibitors; P06746; Pol beta primer extension/strand displacement, fluorescence kinetic; note: % is set by controls: 0 for no effect and ±100 for the full control effect
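Curves were derived by four-parameter Hill fits of normalized qHTS data. The kinetic fluorescent primer-extension read was taken at 0 and 10 min after 50 nM substrate, following a 15 min room-temperature preincubation of 10 nM enzyme with compounds.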
JMJD2A Tudor = blocks the human JMJD2A Tudor domain. O75164. AlphaScreen JMJD2A-Tudor / H3K4me3 peptide binding. Potency, µM (doses to about 114 µM), inactives show at the highest dose activity change, negative = inhibition, most hits filed as inhibitors. 390,000 compounds, 4.4% hits. AID 504339; note: % is set by controls: 0 for no effect and ±100 for the full control effect; nearly all actives have a fitted effect of over 50% in size
G9a inh = blocks human histone lysine methyltransferase G9a; 350,000 compounds, 8.8% hits; Potency, µM (titrated, usually from 102 µM), inactives show top-dose activity, negative = inhibition, usual class: inhibitors; G9a H3K9 monomethylation, AlphaScreen, 2 h; Q96KQ7; note: % is set by controls: 0 for no effect and ±100 for the full control effect; nearly all actives have a fitted effect of over 75% in size
Target sequence (Q96KQ7 913-1193 limits assumed): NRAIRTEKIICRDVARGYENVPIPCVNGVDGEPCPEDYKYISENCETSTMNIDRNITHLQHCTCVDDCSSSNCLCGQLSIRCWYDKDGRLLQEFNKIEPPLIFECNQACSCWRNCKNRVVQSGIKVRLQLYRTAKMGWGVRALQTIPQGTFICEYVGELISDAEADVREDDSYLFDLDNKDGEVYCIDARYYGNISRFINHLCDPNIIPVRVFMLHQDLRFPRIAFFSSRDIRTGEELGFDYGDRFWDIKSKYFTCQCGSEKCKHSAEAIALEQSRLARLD
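Using a bead-based AlphaScreen, monomethylated H3K9 product from 2 h room-temperature reactions (G9a 20 nM, peptide 500 nM, SAM 20 uM) was detected with 0.5 ug/mL rabbit anti-H3K9me1 antibody.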
Pol eta inh = blocks human DNA polymerase eta activity. Potency, µM (series often up to 114 µM), inactives show at the top dose activity change, negative = inhibition, hits mostly inhibitors. AID 588591. recombinant Pol eta, fluorescent DNA replication assay. Q9Y253. 390,000 compounds, 1.2% hits; note: % is set by controls: 0 for no effect and ±100 for the full control effect
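Pol eta (10 nM) was preincubated with compounds for 15 min at room temperature, after which fluorescent replication substrate (50 nM final) was added to start the reaction. Fluorescence was read kinetically at 0 and 10 min.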
BLM helicase inh = Bloom syndrome helicase (human) inhibition | recombinant BLM DNA unwinding, fluorescence dequenching | P54132 | 350,000 compounds, 0.2% hits | Potency, µM (top dose mostly 56.1 µM), inactives show at the top dose activity change, negative = inhibition, hits mostly inhibitors;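 note: plate controls were vehicle for no effect and no enzyme for full effect; nearly all actives have a fitted effect of over 35% in size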
Pol iota inh = inhibitors of human DNA polymerase iota | Q9UNA4 | Pol iota fluorescent replication assay, 10 min | Potency, µM (highest dose often 115 µM), inactives show top-dose activity, negative = inhibition, most hits filed as inhibitors | 390,000 compounds, 1% hits | AID 588590
Target sequence (Q9UNA4 whole entry, looked up): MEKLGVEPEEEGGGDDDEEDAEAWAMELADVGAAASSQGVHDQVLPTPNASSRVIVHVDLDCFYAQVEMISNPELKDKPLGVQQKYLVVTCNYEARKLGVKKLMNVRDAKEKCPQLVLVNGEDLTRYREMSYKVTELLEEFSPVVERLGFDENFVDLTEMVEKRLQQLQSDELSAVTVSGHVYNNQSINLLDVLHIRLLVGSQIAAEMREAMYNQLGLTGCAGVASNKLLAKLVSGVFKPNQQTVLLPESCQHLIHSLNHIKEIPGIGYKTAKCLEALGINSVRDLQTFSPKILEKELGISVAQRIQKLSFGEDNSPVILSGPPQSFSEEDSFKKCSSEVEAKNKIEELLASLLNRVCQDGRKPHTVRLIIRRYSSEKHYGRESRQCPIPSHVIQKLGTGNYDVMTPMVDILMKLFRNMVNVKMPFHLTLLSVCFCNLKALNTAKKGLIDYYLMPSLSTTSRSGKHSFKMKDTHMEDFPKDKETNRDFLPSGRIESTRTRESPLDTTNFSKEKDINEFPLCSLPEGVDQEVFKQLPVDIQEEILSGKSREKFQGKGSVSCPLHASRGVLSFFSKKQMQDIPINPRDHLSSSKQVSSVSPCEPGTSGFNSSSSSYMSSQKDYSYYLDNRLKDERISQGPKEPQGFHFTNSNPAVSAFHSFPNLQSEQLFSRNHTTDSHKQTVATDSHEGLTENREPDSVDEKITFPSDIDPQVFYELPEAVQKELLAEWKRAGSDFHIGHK
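Pol iota at 10 nM preincubated 15 min with compounds at room temperature; reaction started with fluorescent substrate, 50 nM final. Fluorescence read kinetically at 0 and 10 min; buffer-only wells as negative control.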
APEX1 inh = blocks human APE1 abasic DNA cleavage. P27695. recombinant APE1, TAMRA/BHQ-2 abasic DNA cleavage fluorescence. Potency, µM (titrated, usually from 65.8 µM), without a hit: top-dose activity change, negative = inhibition, most hits filed as inhibitors. 350,000 compounds, 0.35% hits;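 note: plate controls were vehicle for no effect and reference inhibitor for full effect; nearly all actives have a fitted effect of over 55% in size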
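Enzyme (0.75 nM final) and test compound are incubated 15 min at room temperature before adding 50 nM quenched THF abasic-site duplex. Cleavage dequenches TAMRA, followed at 525/598 nm over three reads one minute apart.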
BAZ2B block = BAZ2B (human) inhibition; AlphaScreen BAZ2B-H3K14Ac peptide displacement; Q9UIF8; Potency, µM (highest dose often 114 µM), without a hit: at the highest dose activity change, negative = inhibition, actives largely listed as inhibitors; AID 504333; 360,000 compounds, 4.4% hits; note: % is set by controls: 0 for no effect and ±100 for the full control effect; nearly all actives have a fitted effect of over 60% in size
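Multi-concentration screen (max 110 uM) measuring displacement of acetylated histone H3 peptide from BAZ2B by AlphaScreen, using 50 nM protein, 50 nM peptide and 10 ug/mL streptavidin donor plus Ni-chelate acceptor beads.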
An asterisk follows results filed as active; ? = inconclusive; . = no result given; [ ] = dose if it differs, or a comment. Calls come from the whole dose curve; as a rule, active = well fitted curve in the direction sought with a large enough effect; inconclusive = small, poorly fitted or top-dose-only effect, or another doubt; inactive = no such curve, though single readings can be large; an effect the other way counts as inactive or inconclusive. Potency is the fitted concentration of half-maximal effect. A portion of the library; count on the stated rates, not on these rows.

The first 2 records, ahead of the listing:
SMILES | Pol kappa inh | POLB inh | JMJD2A Tudor | G9a inh | Pol eta inh | BLM helicase inh | Pol iota inh | APEX1 inh | BAZ2B block
O=C(C1CCC(=O)N(C2CCCC2)C1)N1CCN(Cc2cccc(F)c2)CC1 (stereo not given) | 9% | 21% | -7% | -49% | -10% | 0% | 3% | 77%[activator] | 6%
CCCCOc1ccc(C(=O)NCCc2sc(-c3ccc(OC)c(OC)c3)nc2C)cc1 | -2%[60.1 µM] | -17% | 1% | 5%[59 µM] | -10% | -2% | -16% | . | 1%

The listing (from the top)
SMILES | Pol kappa inh | POLB inh | JMJD2A Tudor | G9a inh | Pol eta inh | BLM helicase inh | Pol iota inh | APEX1 inh | BAZ2B block
O=C(C1CCC(=O)N(C2CCCC2)C1)N1CCN(Cc2cccc(F)c2)CC1 (stereo not given) | 9% | 21% | -7% | -49% | -10% | 0% | 3% | 77%[activator] | 6%
CCCCOc1ccc(C(=O)NCCc2sc(-c3ccc(OC)c(OC)c3)nc2C)cc1 | -2%[60.1 µM] | -17% | 1% | 5%[59 µM] | -10% | -2% | -16% | . | 1%
NC(=O)c1cc(S(=O)(=O)N2CCN(c3ccc(F)cc3)CC2)cs1 | -2% | -5% | 3% | -5%[59 µM] | -15% | -2% | 19% | . | 3%
O=C(C1CCCO1)N1CCC(c2nc3ccccc3[nH]2)CC1 (stereo not given) | -6% | -31% | -35% | -29%[12.7 µM] | -1% | -2% | -11% | -2% | ?
NC(=O)c1ccc(NC(=O)Cc2ccc(S(=O)(=O)N3CCCCC3)cc2)cc1 | 0% | . | -20% | 15%[12.7 µM] | -11% | . | 24% | 43%[activator] | 5%
Cc1cc(C(=O)N/N=C/c2cc(Br)ccc2OC(=O)c2ccccc2Cl)n[nH]1 | -1% | 39%[activator] | -5% | . | -5% | 0% | 72%[activator] | 13% | -18%
O=C(NCc1ccccc1)c1cccc(COc2cc(Cl)ccc2Cl)c1 | -11% | 3% | -3% | 27% | -21% | -1% | -7% | -3% | 3%
O=C(N/N=C\c1c(O)ccc2ccccc12)c1ccc(S(=O)(=O)N2CCCCC2)cc1 | -5% | 20% | ? | 21%[59 µM] | -8% | -5% | 107%[activator] | 4% | -3%
CSCC[C@H](NC(=O)c1cc2c([nH]c3ccccc32)c(-c2ccccc2)n1)C(=O)O | -28% | 0% | -24% | -21% | ? | -3% | 14% | 21% | ?
CCN(CC)C(=O)Cn1cc(C(=O)C(=O)N2CCN(Cc3ccc4c(c3)OCO4)CC2)c2ccccc21 | -6% | 1% | -10% | 0% | -22% | -3% | -7% | 18% | -29%
Cc1cc2n(n1)C(c1sccc1C)Nc1c(C)cccc1-2 (stereo not given) | -20% | 18% | 29% | 13% | -11% | -3% | 1% | -4% | 1%
O=C1/C(=C\c2cccnc2)CCc2ccccc21 | 7% | 28% | -16% | -12% | ? | -8% | ? | -5% | 1%
Cc1ccc2nc(-c3ccccn3)cc(C(=O)Nc3ccc(S(=O)(=O)N4CCOCC4)cc3)c2c1 | -11% | -11% | -29%[11.4 µM] | 8% | 9% | -1% | 2% | 0% | -30%
CC(C)NC(=O)c1ccc(C2SCC(=O)N2Cc2ccccc2)cc1 (stereo not given) | -3% | -1% | -2% | -5%[59 µM] | -12% | 8% | 15% | 6% | 8%
CCN(CC)C(=O)Cn1cnc2sc(C(=O)N3CCN(Cc4ccc5c(c4)OCO5)CC3)c(C)c2c1=O | 0% | -20% | 1% | ? | -7% | 3% | 4% | -9% | .
N#C/C(=C\c1ccccc1Br)C(=O)NC1CC1 | 8% | 44% | -10% | . | 0% | -8% | -9% | 5% | -16%
O=C(Nc1ccc(OCc2ccccc2)cc1)Nc1ccccc1C(=O)NCCCN1CCOCC1 | 0% | 20% | -21% | . | -15% | -11% | 54%[activator] | ? | -24%
Cc1c(C(=O)N(C)CCCCN2CCOCC2)oc2c(F)cccc12 | 7% | 20% | -11% | 1%[0.501 µM] | -8% | 0% | 4% | 18% | -3%
O=C(Nc1ccc(F)cc1)[C@@H](c1ccccc1)N1Cc2ccccc2C1=O | -21% | -1% | -30% | -6%[59 µM] | -16% | -6% | -7% | . | -15%
O=C1NC(Cc2ccccc2)C(=O)N1CC(=O)N1CCCc2ccccc21 (stereo not given) | 2% | -2% | -22%[57.1 µM] | ? | -20% | 0% | 90%[activator] | ? | 0%
COc1ccc(CNc2ncnc3ccc(-c4ccc(C(=O)N(C)C)cc4)cc23)c(OC)c1 | 11%[60.1 µM] | . | . | -8%[0.501 µM] | . | 1% | . | 0% | .
Cc1ccc(C(C)C)c(OCC(=O)OCC(=O)NC2CCS(=O)(=O)C2)c1 (stereo not given) | -6% | . | -2% | -9% | 3% | . | 22% | 11% | 5%
O=C(O)CCn1cc(/C=C\C(=O)c2ccc(Cl)cc2)c(-c2cccc(Br)c2)n1 | -1% | ? | -27% | 2%[59 µM] | ? | -11% | ? | 0% | ?
C/C(=N/NC(=O)c1ccncc1)c1c[nH]c2ccccc12 | 0% | 23% | -6% | 32% | -23% | 1% | 90%[activator] | 12% | 1%
CCN(C(=S)Nc1ccc(Oc2ccccc2)cc1)c1ccccc1 | -11% | -3%[57.1 µM] | -7% | 4% | -22% | -2% | ? | 1% | -4%
Carrying on:
SMILES | Pol kappa inh | POLB inh | JMJD2A Tudor | G9a inh | Pol eta inh | BLM helicase inh | Pol iota inh | APEX1 inh | BAZ2B block
CN(c1cccc(NC(=O)CN(c2cccc(Cl)c2)S(=O)(=O)c2ccccc2)c1)S(C)(=O)=O | -14% | -1%[57.1 µM] | -24% | -7% | ? | -9% | 7% | -3% | 2%
CCN(CC)CC(=O)NC12CC3CC(CC(C3)C1)C2 | -6% | 9% | -19% | 14%[59 µM] | -2% | -3% | 4% | 5% | 10%
N#Cc1cccc(NC(=O)N2CCCC3(CCN(C(=O)c4cc(C(F)(F)F)cc(C(F)(F)F)c4)CC3)C2)c1 | -3%[60.1 µM] | . | . | -1%[12.7 µM] | . | -8% | . | -2% | .
Cc1ccccc1Cn1c(=N)n(CC(=O)c2ccc([N+](=O)[O-])cc2)c2ccccc21 | -6% | 15% | -30% | -10%[59 µM] | -19% | 2% | 0% | 10% | ?
COc1cc(N2CCCC2)ccc1[N+](=O)[O-] | -3% | 13% | -14% | -24% | -11% | 1% | 18% | -9% | -8%
COc1ccc(C(=O)Nc2nccs2)cc1[N+](=O)[O-] | -4% | 1% | -27% | ? | -10% | -3% | 11% | 1% | -8%
O=C(Cn1nnc2ccccc2c1=O)Nc1ccc2c(c1)CCC2 | -9%[60.1 µM] | 32% | -14% | 22%[59 µM] | 1% | -2% | -7% | 7% | 1%
COc1cc(/C=C/C(=O)OCC(=O)Nc2ccc(S(=O)(=O)N3CCCC3)cc2)ccc1O | -23% | -17% | -23% | 5%[59 µM] | -16% | -3% | 0% | ? | -8%
CN(C)C(CNC(=O)c1ccc(NC(=O)CC#N)cc1)c1ccccc1 (stereo not given) | 0% | 9% | -36% | ? | -10% | -10% | 1% | -4% | -27%
COc1cccc(C(=O)NNC(=O)c2ccccc2)c1 | 6% | -2% | -4% | ? | -13% | 0% | 3% | 43% | -19%
Cc1c(C(=O)C(=O)N2c3ccc(F)cc3CCC2C)c2ccccc2n1C (stereo not given) | -17% | -12% | -16% | -43% | -19% | -7% | 15% | 1% | -24%
COc1ccc(/C=C/C(=O)Oc2ccc(C)c(C)c2)cc1OC | -9% | -3% | 26% | 49%[activator] | -14% | -15% | -18% | ? | .
COc1ccc(C(=O)NC(CCSC)C(=O)NC2CC2)cc1 (stereo not given) | 12% | . | -1% | -5%[2.33 µM] | -16% | . | 13% | 9% | 4%
N#CCCCn1c(=O)oc2ccccc21 | 0% | 4% | 3% | . | -5% | -1% | ? | 6% | -10%
COc1cc(/C=C2/S/C(=N/S(=O)(=O)Cc3ccccc3)NC2=O)c([N+](=O)[O-])cc1OC | 0% | 0% | -25% | -33% | ? | -6% | ? | ? | ?
Cc1nc2cncnc2n(Cc2ccccc2Cl)c1=O | -5%[60.1 µM] | . | . | 1%[0.501 µM] | . | -1% | . | -4% | .
CCc1cccc(OCCOC(=O)CNS(=O)(=O)c2ccc(NC(C)=O)cc2)c1 | -2% | . | -1% | ? | -12% | . | 15% | 42%[activator] | -2%
Cc1ccc(C(=O)N/C(=C\c2sccc2C)C(=O)NCc2ccco2)cc1 | -17% | 8% | -16% | -5%[59 µM] | -4% | 0% | 0% | -1% | 7%
CCCCC(=O)N1C/C=C\C(c2ccc(OC)cc2)N(Cc2ccc(F)cc2)C(=O)C1 (stereo not given) | -2% | 0% | -12% | -4%[12.7 µM] | -21% | -2% | ? | 3% | -2%
CCCn1c(SC(C)C(=O)NC2CCCC2)n[nH]c1=O (stereo not given) | 0% | . | -12% | -4%[0.501 µM] | -9% | . | 24% | 48%[activator] | -2%
Cn1nc(-c2ccccc2)c2cc([N+](=O)[O-])ccc21 | -3% | 29% | -21% | -10% | -13% | -3% | 17% | 24% | ?
COc1ccc(/C=C2/CSC/C(=C/c3ccc(OC)c(OC)c3)C2=O)cc1OC | -6% | . | -13% | . | -6% | . | 4% | . | .
CCN(C(=O)COC(=O)C1CCN(S(=O)(=O)c2ccc(C)c(C)c2)CC1)C1CCCCC1 | -17% | . | -21% | 10%[12.7 µM] | ? | . | 40%[activator] | -9% | 2%
CCCc1nc2c(sc3nc4c(cc32)COC(C)(C)C4)c(=O)n1CCN(CC)CC | -16% | 42%[activator] | -3% | ? | 0% | 0% | 136%[activator] | 15% | .
CC(C)=CCc1ccc(O)c(=O)cc1C(C)C | -7% | . | 56µM* | . | -4% | . | -2% | . | .
COc1cccc(CNC(=O)CCNS(=O)(=O)c2ccc3c(c2)CCCC(=O)N3)c1 | -9% | -18% | -14% | -17%[59 µM] | -4% | 2% | -15% | . | 12%[57.1 µM]
CCc1ccc(NC(=O)C(=O)NNC(=O)c2cccs2)cc1 | -1% | -22% | -15% | 19% | 4% | 2% | -10% | 48%[activator] | -17%

Ordered by number of heavy atoms (rising): some entries from above
SMILES | Pol kappa inh | POLB inh | JMJD2A Tudor | G9a inh | Pol eta inh | BLM helicase inh | Pol iota inh | APEX1 inh | BAZ2B block
N#CCCCn1c(=O)oc2ccccc21 | 0% | 4% | 3% | . | -5% | -1% | ? | 6% | -10%
Cn1nc(-c2ccccc2)c2cc([N+](=O)[O-])ccc21 | -3% | 29% | -21% | -10% | -13% | -3% | 17% | 24% | ?
Cc1ccc(C(=O)N/C(=C\c2sccc2C)C(=O)NCc2ccco2)cc1 | -17% | 8% | -16% | -5%[59 µM] | -4% | 0% | 0% | -1% | 7%

Assay outcomes (PubChem BioAssay)
